Screening results (PubChem BioAssay)
FLuc inhib CS: firefly luciferase enzyme inhibitors, primary screen, artefact control for luciferase-based inhibitor screens, biochemical, luminescence, ATPLite | Luciferin 4-monooxygenase (Photinus pyralis), P08659 | 10 min | inhibition, % at 10 µM | 200,000 tested, 1.5% active | AID 1006, 2008;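 active means inhibition above about 50% when tested at 10 µM, limit read from the data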
Target sequence (P08659 whole entry, looked up): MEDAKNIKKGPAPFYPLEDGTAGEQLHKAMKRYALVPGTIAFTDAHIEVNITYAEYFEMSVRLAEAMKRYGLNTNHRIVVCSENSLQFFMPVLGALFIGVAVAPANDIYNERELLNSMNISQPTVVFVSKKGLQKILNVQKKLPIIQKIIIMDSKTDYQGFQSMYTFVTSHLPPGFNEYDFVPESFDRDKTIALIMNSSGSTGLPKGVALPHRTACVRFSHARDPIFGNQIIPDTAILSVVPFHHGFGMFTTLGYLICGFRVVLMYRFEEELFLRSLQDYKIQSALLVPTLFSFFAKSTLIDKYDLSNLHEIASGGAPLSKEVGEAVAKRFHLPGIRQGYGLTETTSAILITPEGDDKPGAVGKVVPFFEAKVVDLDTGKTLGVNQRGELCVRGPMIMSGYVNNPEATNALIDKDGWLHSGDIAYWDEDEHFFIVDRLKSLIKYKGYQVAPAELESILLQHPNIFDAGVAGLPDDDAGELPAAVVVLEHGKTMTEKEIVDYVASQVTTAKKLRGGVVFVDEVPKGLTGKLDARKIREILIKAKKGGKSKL
G6PDH counter: L. mesenteroides G6PDH inhibitors, counter-screen for G6PDH-coupled screening assays, biochemical, Leuconostoc mesenteroides enzyme; glucose-6-phosphate dehydrogenase [Leuconostoc mesenteroides]; Purified L. mesenteroides G6PDH, diaphorase/resazurin coupled fluorescence, 45 min; inhibition, % at 5 µM; 200,000 tested, 0.12% active; AID 1020, 2008; in the data active means inhibition above about 50%
NF-kB neuron act: activators of NF-kB expression in neurons, primary screen, cell-based, HTS. human neuronal cells, NF-kB reporter expression; stronger effect = higher value. 190,000 tested, 1.6% active. fold change at 12.5 µM; in the data active means fold change above about 3.3
Hsp70 act: Hsp70 transcriptional activators, primary screen, cell-based, HeLa, Hsp70 promoter luciferase, luminescence, 10 µM; 200,000 tested, 0.04% active; HeLa Hsp70 promoter luciferase reporter; scaled: vehicle 0, proteasome-inhibitor control 100%; activation, % at 10 µM; AID 1203, 2008;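 active means activation above the mean across all tested compounds plus 3 SD, cutoff set per campaign, cut at about 5.5% in these data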;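 further: 100% = MG132 at 30 µM as the positive control and 0% = DMSO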
STAT1 act: STAT1 signaling activators, primary screen, cell-based, HTS, luciferase reporter; NIH 3T3 STAT1-luciferase reporter, IFN-gamma, luminescence; 100% = IFN-gamma alone, no compound; activation (% of control), % at 5.5 µM; 200,000 tested, 2.6% active;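 active means activation above the screen-wide mean activation plus 3 SD, cut at about 130% in these data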;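 further: raw ratio to IFN-gamma control signal so 100% means no change and 0% no light; values of inactives mirror those of a sister screen read the other way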
APP 5'UTR act: activators of APP 5'UTR luciferase reporter, primary screen, SH-SY5Y cells | SH-SY5Y APP 5'UTR luciferase reporter, luminescence; zero percent = DMSO vehicle wells | activation, % at 2 µM | 190,000 tested, 1% active;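 active means activation above a set limit, based on mean plus 3 SD of controls, cut at about 140% in these data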; further: values of inactives mirror those of a sister screen read the other way
DTT redox prof: compounds producing H2O2 with reducing agent – biochemical, NIH compound library profiling, artefact control for MLSCN library redox annotation, primary screen; DTT-dependent redox cycling H2O2, phenol red/HRP absorbance; 100% = 100 µM peroxide control, 0% = buffer; activation, % at 10 µM; 200,000 tested, 0.03% active;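 active means activation of at least 50% relative to the plate's high and low controls in the primary single-dose screen; inactive means activation below 50%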;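 further: compound incubated with DTT at 0.8 mM final as the reducing agent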
FLuc act counter: FLuc activators, initial screening, artefact control for FLuc-dependent activation tests, biochemical, ATPlite luminescence; Luciferin 4-monooxygenase (Photinus pyralis), P08659; ATPlite luciferase biochemical, 10 min; 0 = ATP-free wells, 1 = DMSO control; 200,000 tested, under 10 active; activation factor at 10 µM;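 active means luciferase activation factor, scaled between plate controls, of at least 2 with compound at 10 µM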
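System: cell-free luciferase reagent; medium: PBS as buffer for the ATP substrate; doses: test compounds dosed from 2 mM stocks in 100% DMSO; incubation: 10 min, room temperature; measured by: luminescence from luciferase reaction; read-out: luciferase activation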
APP 5UTR inh: inhibitors of APP translation via 5'UTR reporter, primary screen, APP 5'UTR luciferase, SH-SY5Y cells; SH-SY5Y APP 5'UTR-luciferase reporter, luminescence; inhibition, % at 2 µM; 190,000 tested, 0.82% active;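 active means inhibition above a set limit, derived from the sample mean plus 3 SD, cut at about 45% in these data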; further: values of inactives mirror those of a sister screen read the other way
HMGR II inh: inhibitors of E. faecalis class II HMGR, primary screen, biochemical, Enterococcus faecalis; HMG-CoA reductase (Enterococcus faecalis, mvaE); inhibition, % at 10 µM; 190,000 tested, 0.41% active; purified E. faecalis HMGR, NADPH absorbance 340 nm kinetic;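 active means inhibition above a set limit, the median over all tested compounds plus 3 SD, cut at about 9.5% in these data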;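 further: enzyme runs in reverse so mevalonate oxidation gives rising NADPH absorbance; 0% = complete reaction with DMSO and 100% = background rate lacking mevalonate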
* = called active by the depositor; & = joins results of further samples.

SMILES	FLuc inhib CS	G6PDH counter	NF-kB neuron act	Hsp70 act	STAT1 act	APP 5'UTR act	DTT redox prof	FLuc act counter	APP 5UTR inh	HMGR II inh
COc1cc(OC)cc(C(=O)N[C@H](C(=O)N2CCc3ccccc32)C(C)C)c1	-4	-22	0.89	-0.2	96	-11	0.4	1	11	-12
CCC1(C)Cc2c(sc3nc(SCC(=O)O)[nH]c(=O)c23)CO1 (stereo unspecified)	0	-3	1.1	-0.2	103	0	0.0	1	0	-3
S=c1[nH]c2cc(Cl)ccc2s1	-5	0	1	-0.2	97	-11	3.1	1.1	11	-20
COc1ccc(S(=O)(=O)N(CC(=O)NCc2cccnc2)c2ccc(F)cc2)cc1OC	-1	2	1.2	-0.2	93	0	-1.1	1	0	0
CCOc1ccc(NS(=O)(=O)c2ccc3[nH]cc(C(=O)N(CC)CC)c(=O)c3c2)cc1	-11	0	0.98	-0.4	98	16	-0.2	1.1	-16	-1
CCCC(=O)Nc1ncnc2c1ncn2[C@@H]1O[C@@H]2COP(=O)(O)O[C@H]2[C@H]1OC(=O)CCC	-2	-2	1.1	0.0	99	0	-1.4	1	0	-10
COc1cccc(NC(=O)C23CCC(C)(C(=O)O2)C3(C)C)c1 (stereo unspecified)	-2	11	1.1	-0.6	99	18	0.0	1	-18	-7
Cc1oc(-c2ccc(F)cc2)nc1CN(Cc1ccccn1)CC1CCCO1 (stereo unspecified)	-3	11	1.2	-0.2	101	0	0.0	1	0	4
c1csc(-c2cn3ccc4ccccc4c3n2)c1	53*	14	4.7*	0.5	144*	106	0.8	0.5	-107	-10
Cc1ccc(C(=O)NC(=S)Nc2ccccc2C)cc1	13	18	2.3	0.0	130*	46	-0.3	0.9	-46	-5
COc1cccc(NC(=O)N2CCC(C(=O)Nc3ccc(C)cc3C)CC2)c1	-4	9	0.88	-0.3	94	18	-1.3	1	-18	-5
S=C(Cc1cccnc1)N1CCOCC1	-3	2	1.4	-0.4	99	9	0.1	1	-9	-5
CCC(CC)c1nnc(NC(=O)c2nn(C)c(=O)c3ccccc23)s1	-4	3	1.1	-0.1	102	-9	-1.3	1	9	-1
O=C(O/N=C1/CCCc2occc21)c1ccccc1	70*	6	1.3	-0.5	102	-11	2.3	0.3	11	-3
COc1ccccc1-c1cc(C(=O)Nc2cc(C)n(Cc3ccc(Cl)cc3)n2)no1	-7	3	1.1	-0.3	99	-2	2.5	1.1	2	-2
Cc1ccc(NC(=S)NC2CC3CCCC(C2)N3Cc2ccco2)cc1 (stereo unspecified)	5	3	0.84	-0.2	92	2	-2.2	1	-2	-3
O=C1c2cccc3cccc(c23)C(=O)N1c1nncs1	-3	6	1.1	0.0	105	3	-2.4	1	-3	0
CN(C)/C=C1\Oc2ccc3ccccc3c2C1=O	8	34	3.7*	0.2	135*	86	-0.3	0.9	-86	3
COC(=O)C1=C(C)NC(=O)CC1c1ccccc1F (stereo unspecified)	-12	7	1.1	0.1	97	2	1.8	1.1	-2	-3
Cc1ccc(C(=O)NC(=S)NNC(=O)CC#N)cc1	-5	9	0.88	-0.1	108	-6	-0.3	1	6	-1
O=C(c1ccc(Cl)nc1)N1CCN(S(=O)(=O)c2ccc(Cl)cc2)CC1	-9	10	1.2	-0.3	95	5	-1.7	1.1	-5	-3
COC(C(=O)NNC(=O)CCc1ccccc1)c1ccccc1 (stereo unspecified)	-8	2	1	-0.3	99	-6	0.4	1.1	6	2
S=C(NCc1cccs1)Nc1ccc(Br)cc1Cl	-4	-3	1.8	0.1	109	17	-0.5	1	-17	-4
Cc1onc(-c2c(Cl)cccc2Cl)c1C(=O)N1CCN(c2ncccn2)CC1	-5	22	1.7	-0.2	98	-15	-1.3	1.1	15	-7
O=C(COc1ccc(Cl)cc1)NCc1nnc(SCC(=O)N2CCCCC2)o1	-2	-2	1	-0.3	97	-6	0.2	1	6	0

Continued.
SMILES	FLuc inhib CS	G6PDH counter	NF-kB neuron act	Hsp70 act	STAT1 act	APP 5'UTR act	DTT redox prof	FLuc act counter	APP 5UTR inh	HMGR II inh
CN(C(=O)COc1ccccc1)c1nnc(-c2cccnc2)s1	0	11	1.1	0.3	102	9	-3.8	1	-9	0
COc1cccc(S(=O)(=O)NCc2ccc(C(=O)NCc3ccco3)cc2)c1	-9	-5	1.9	-0.7	98	17	-0.2	1.1	-17	1
CN1CCN(S(=O)(=O)c2cccc(C(=O)NCc3ccc(Cl)cc3)c2)CC1	-6	2	1	0.0	99	25	-0.7	1.1	-25	4
Cc1cccc(N2CCN(C(=O)c3ccc(Cl)c(S(=O)(=O)N4CCc5ccccc5C4)c3)CC2)c1C	-8	0	0.74	-0.1	106	10	1.2	1.1	-10	-3
Cc1ccc(-c2nc3cccnc3o2)cc1NC(=O)COc1ccc(C(C)(C)C)cc1	-5	8	1.8	-0.5	94	-12	0.0	1	12	-5
O=c1[nH]c(CCC2CCCC2)nc2ccccc12	0	-6	1.2	-0.5	97	-1	0.0	1	1	-4
Cc1nn(C)c(C(=O)Nc2ccn(Cc3c(F)c(F)cc(F)c3F)n2)c1[N+](=O)[O-]	-3	3	1	-0.4	104	-6	-0.8	1	6	-2
COc1ccc(OCCSc2nnc(-c3ccccc3)n2N)cc1	-1	5	1.1	0.1	100	6	-0.2	1	-6	1
NS(=O)(=O)c1ccc(N2CCCCCC2)c([N+](=O)[O-])c1	-4	10	0.77	0.2	95	-9	0.0	1	9	0
COc1ccc(Cl)cc1N1C(=O)CC(N2CCc3ccccc32)C1=O (stereo unspecified)	-6	2	1.2	-0.2	98	-3	-0.4	1.1	3	0
Cc1ccccc1C(=O)NNC(=O)c1cc(N)cc([N+](=O)[O-])c1	-1	-6	0.91	0.0	99	15	-0.1	1	-15	0
Cc1ccc(C(=O)OCC(=O)Nc2cccc(S(=O)(=O)NC3=NCCCCC3)c2)c(C)c1	-4	0	0.92	0.2	92	18	-0.9	1	-18	0
O=C1CCCC(O)=C1N=Nc1cccc(C(=O)O)c1	1	5	1.3	-0.5	90	45	-0.3	1	-45	-3
O=C(COc1ccc(S(=O)(=O)NC2CCCCC2)cc1)NCCC1=CCCCC1	1	10	1	-0.1	106	2	0.8	1	-2	-10
O=C(Nc1ccc(Cl)cc1)c1ccncc1	-5	1	1.3	-0.3	99	10	-0.1	1	-10	-7
COc1cccc(OC)c1OCc1cc(C2C3CCCC=C3C(C#N)=C(N)C2(C#N)C#N)c(C)cc1C (stereo unspecified)	1	10	0.89	0.1	98	28	1.8	1	-28	-5
CCOC(=O)N1CCN(S(=O)(=O)c2ccc(C(=O)Nc3nc4ccc(F)cc4s3)cc2)CC1	-2	-3	1.2	-0.1	98	11	-0.2	1	-11	0
COc1ccc(-n2ccnc2SCC(=O)NCc2ccc3c(c2)OCO3)cc1	-13	7	1.1	0.1	98	3	1.2	1.1	-2	0
Cc1ccc(NC(=O)c2cccc(N3C(=O)CCC3=O)c2)nc1	12	6	1.3	0.0	112	1	0.9	0.9	-1	-1
CC(C)(C)[C@@H]1C=C(C(=O)N2CCN(Cc3ccc4c(c3)OCO4)CC2)O[C@H](OCc2ccc(CO)cc2)C1	-10	11	0.85	-0.2	103	-13	0.1	1.1	13	-2
NC(=O)NCc1ccc(C(=O)OCc2ccncc2)cc1	3	25	1.3	-0.2	104	-7	0.5	1	7	-5
CN(C)c1ccc(/C=C/C(=O)c2cccc(Br)c2)cc1	27	6	1.6	0.4	110	2	-2.9	0.7	-2	-13
CC(C)Oc1ccc2c(=O)c(-c3ccccc3)coc2c1	61*	16&3	9.5*	-0.2&0.0	156*	163*	0.6	0.4&0.4	-163	-3&5
COc1cccc(CN2CCC(C(=O)N3CCC(C)CC3)CC2)c1	0	11	1.1	-0.1	106	15	-0.3	1	-15	-7
Nc1cc(C(=O)OCC(=O)NCC2CCCO2)ccc1Cl (stereo unspecified)	-2	0	1.3	0.0	103	-16	2.7	1	16	-1

Brought forward from above: 6 compounds, then new ones.
SMILES	FLuc inhib CS	G6PDH counter	NF-kB neuron act	Hsp70 act	STAT1 act	APP 5'UTR act	DTT redox prof	FLuc act counter	APP 5UTR inh	HMGR II inh
CC(C)(C)[C@@H]1C=C(C(=O)N2CCN(Cc3ccc4c(c3)OCO4)CC2)O[C@H](OCc2ccc(CO)cc2)C1	-10	11	0.85	-0.2	103	-13	0.1	1.1	13	-2
NC(=O)NCc1ccc(C(=O)OCc2ccncc2)cc1	3	25	1.3	-0.2	104	-7	0.5	1	7	-5
CN(C)c1ccc(/C=C/C(=O)c2cccc(Br)c2)cc1	27	6	1.6	0.4	110	2	-2.9	0.7	-2	-13
CC(C)Oc1ccc2c(=O)c(-c3ccccc3)coc2c1	61*	16&3	9.5*	-0.2&0.0	156*	163*	0.6	0.4&0.4	-163	-3&5
COc1cccc(CN2CCC(C(=O)N3CCC(C)CC3)CC2)c1	0	11	1.1	-0.1	106	15	-0.3	1	-15	-7
Nc1cc(C(=O)OCC(=O)NCC2CCCO2)ccc1Cl (stereo unspecified)	-2	0	1.3	0.0	103	-16	2.7	1	16	-1
CCC(c1nnnn1CCOC)N1CCN(c2nc3ccccc3s2)CC1 (stereo unspecified)	-2	2	1.3	-0.1	97	-2	8.8	1	2	-2
COc1ccc(N(CC(=O)Nc2cc(C)on2)S(=O)(=O)c2ccc(Cl)cc2)cc1	-7	0	1	-0.3	98	8	0.3	1.1	-8	-3
CCN(CC)S(=O)(=O)c1ccc(NC(=O)c2ccc(CN3CCOCC3)cc2)cc1	-2	-3	0.74	-0.5	88	-31	-0.3	1	31	-3
CC1(C)CC(=O)/C(=C\c2cccc([N+](=O)[O-])c2)C(C)(C)N1	-1	14	1.3	-0.5	89	19	0.4	1	-19	4
CCOc1cc(CNCCc2ccc(S(N)(=O)=O)cc2)ccc1OCC(=O)NC(C)(C)C	-8	7	0.42	-0.6	94	-10	-1.7	1.1	10	4
Cc1oc(C2CC2)cc1C(=O)O	-10	2	1.1	-0.2	97	-6	0.9	1.1	6	1
CN1OC(COC(=O)c2ccc(Cl)cc2)CC1c1ccccc1 (stereo unspecified)	-6	-13	1	-0.3	115	-1	1.6	1.1	0	-2
O=[N+]([O-])c1cnc2nc(-c3ccncc3)nn2c1O	6	6	0.92	-0.4	86	10	-2.0	0.9	-10	-3
O=C(Nc1nncs1)C1c2ccccc2Oc2ccccc21	-3	9	0.87	-0.4	98	4	-0.1	1	-4	-1
Cc1cccc(CNCc2ccccc2)c1	-10	2	1.1	-0.4	96	0	0.0	1.1	0	0
O=C(NCCC1=CCCCC1)c1ccc2c(c1)N(Cc1ccccc1)C(=O)CS2	-3	11	0.99	-0.1	99	-1	0.0	1	1	1
COc1ccc(Nc2nc(CC(C)=O)ns2)cc1OC	-2	10	0.99	0.3	109	7	1.4	1	-7	-8
CCOc1cccc2cc(C(=O)Nc3cc(C)on3)c(=O)oc12	3	-2	1.3	-0.3	98	-3	1.6	1	3	-1
O=C(O)CSCC(=O)Nc1cccc(C(F)(F)F)c1	-2	9	1	-0.1	102	-12	-0.4	1	12	-1
